S3 lipid droplet: qHTS Assay for Lipid Storage Modulators in Drosophila S3 Cells | Drosophila S3 cells, BODIPY lipid droplet fluorescence, 18-24 h; cells fed with added oleic acid | lipid storage change, negative = inhibition, % at the top dose, mostly 46.1 µM; hits show Potency in µM | 0.64% of 320,000 active; active means well fitted inhibition curve with a large enough effect in the signal ratio, with a control signal flat, not every such curve was filed as active; inconclusive means small, poorly fitted or top-dose-only effect, or effect the other way, or a change in a side signal; the % refers to the signal ratio
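Drosophila S3 cells got compounds at several concentrations plus oleic acid (400 uM solution). Laser-scanning cytometry with 488 nm excitation read lipid droplets at 500-530 nm and cells at 575-640 nm. Percent activity was relative to 20 uM Triacsin C.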
S3 lipid droplet cell count max: second read-out of S3 lipid droplet, no call of its own (marks repeat the call); cell number change, %; measured here: cell count max response;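 cells counted by Cell Tracker Red CMTPX staining in the red channel; peak over a dose series mostly up to 46.1 µM; percent activity relative to internal control wells on each plate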
An asterisk follows results filed as active; i = inactive; ? = inconclusive; . = not tested or not shown. On the % scale 0 is the no-effect control and ±100 the full control effect; potency means the concentration at half of the fitted maximal effect. A portion of the library (hit frequency here may not be typical).

SMILES | S3 lipid droplet | S3 lipid droplet cell count max
COc1ccc(/C=C/C(=O)Nc2ccccc2C(F)(F)F)cc1 | -8% | 11
Cn1c(SCC(=O)NCC2CCCO2)ncc(C(=O)Nc2ccc(F)cc2)c1=O (stereo not given) | ? | .
COc1ccc(CN(CC(O)COc2cccc3[nH]cc(C)c23)C(C)(C)C)cc1 (stereo not given) | ? | .
C=CCN(CC=C)C(=O)CN1C(=O)NC(Cc2c[nH]c3ccccc23)C1=O (stereo not given) | ? | .
COc1ccc(C(=O)NCC(=O)OCC(=O)Nc2cccc(S(=O)(=O)N3CCCC3)c2)cc1 | 1% | -8
CCOc1ccccc1NC(=O)CCS(=O)(=O)c1ccc2c(c1)CC(C)N2C(C)=O (stereo not given) | -18% | .
COc1ccc2nc(SCCC(=O)O)cc(C)c2c1 | 1% | 2
CCCCOc1ccc(-c2nnn(CCC(=O)N3CCOCC3)n2)cc1 | ? | .
Cc1cc2c(Nc3ccc(O)cc3)ncnc2s1 | ? | .
CC(C)C(C)NC(=O)COc1ncnc2sccc12 (stereo not given) | -14% | -20
COc1ccc(OCCCC(=O)Nc2cccc([N+](=O)[O-])c2C)cc1 | 1% | 0
Cc1csc2ncc(C(=O)N(Cc3ccccc3)c3ccccn3)c(=O)n12 | -11% | .
CCC(=O)Oc1ccc2c(=O)c(-c3ccc4ccccc4n3)c(CC)oc2c1C | 7% | 2
CC12CCC(=O)N1C(C(=O)Nc1nnc(SCc3ccc(F)cc3)s1)CS2 (stereo not given) | ? | .
Cc1ccc(S(=O)(=O)/N=C2\C=C(Nc3cccc(C(=O)O)c3)C(=O)c3ccccc32)c(C)c1 | ? | .
N#Cc1c2c(c(NCCN3CCOCC3)n3c1nc1ccccc13)CCCC2 | 12% | -20
COc1ccc(-c2cc(C#N)nc(Cl)n2)cc1 | 1% | 2
COc1ccccc1NC(=S)N(CCc1c(C)[nH]c2ccccc12)Cc1cccs1 | i | .
CCOc1ccc(N=Cc2c(O)cc(C)oc2=O)cc1 | i | -11
COC(=O)C1=NN(C(=O)c2ccc(Cl)cc2)C(O)(c2ccccc2)C1 (stereo not given) | 0% | -3
COc1cccc(C(=O)O/N=C(\N)c2ccncc2)c1 | -5% | 1
CSc1ncccc1C(=O)OCC(=O)N(C)c1c(N)n(Cc2ccccc2)c(=O)[nH]c1=O | 25% | .
COc1cc(C(=O)NCC(=O)n2nc(C)cc2C)cc(OC)c1OC | ? | .
Cn1c(SCC(=O)N2CCCCC2)nc2c(c1=O)SCC2 | -1% | 23
CCC(C)C1C(C#N)=C(N)Oc2n[nH]c(-c3ccccc3)c21 (stereo not given) | ? | .
Continued:
SMILES | S3 lipid droplet | S3 lipid droplet cell count max
CCOc1ccc2nc(Cl)c(CN(C(C)=O)C3CCCCC3)cc2c1 | -7% | -14
CS(=O)(=O)N1CCN(C(=O)NC23CC4CC(CC(C4)C2)C3)CC1 | ? | .
COc1cccc(-c2nnc(SCCOc3ccc4c(C)cc(=O)oc4c3)o2)c1 | ? | .
COCCNC(=O)CSc1ncnc2sccc12 | -11% | -5
CCN(CC(=O)Nc1ccc(Cl)c(S(=O)(=O)N(C)C)c1)CC(=O)NC(C)C | ? | .
O=C(O)c1cccc(S(=O)(=O)N2CC=C(c3ccccc3)CC2)c1 | ? | .
CCc1cc(SC#N)cc(C)c1N | ? | .
CCOc1ccccc1C(=O)NCC(=O)NC(C)c1ccc(-n2ccnc2)cc1 (stereo not given) | ? | .
CCN(CC(=O)Nc1ccccc1OC)C(=O)c1cc(S(=O)(=O)N2CCCCCC2)ccc1OC | ? | .
CCOC(=O)c1sc(N/N=C/c2ccc(N(C)C)cc2)nc1C | ? | .
CCOC(=O)C1(Cc2ccc(OC)cc2)CCN(C(=O)c2csc(C)n2)CC1 | 5% | -1
O=C(Cc1ccccc1)NC(=S)Nc1ccc(OC(F)F)cc1 | ? | .
COCCCNC(=O)C1CCCN(S(C)(=O)=O)C1 (stereo not given) | 10% | .
Cc1cc(NC(=O)CC2Oc3ccccc3NC2=O)ccc1Br (stereo not given) | 3% | -11
CC(C)c1nnc(SCC(=O)NCc2ccco2)n1C | ? | .
C=CCNC(=S)N/N=C/c1cn(C)c2ccccc12 | ? | .
CCc1ccccc1NC(=O)CN1CCN(C(=O)CN2C(=O)NC3(CCCC3)C2=O)CC1 | ? | .
CCOC(=O)C1C(CC)NC(=S)NC1(C)O (stereo not given) | ? | .
CC(=O)NC12CC3CC(C1)CC(C(=O)OCC(=O)c1ccc4c(c1)OCCO4)(C3)C2 | 58% | -14
COc1ccc(/C=C/c2nc(C#N)c(NCCN(C)C)o2)cc1OC | ? | .
CCOC(=O)Cc1csc(NC(=O)CCS(=O)(=O)Cc2ccccc2)n1 | i | -22
CNC(=O)c1sc(-c2cccnc2)nc1C | -13% | .
CCOC(=O)C1CCCN(c2nc3ccccc3nc2NS(=O)(=O)c2ccc(C)cc2)C1 (stereo not given) | ? | .
CCOc1ccc(C(CC(=O)O)NC(=O)COc2ccccc2OC)cc1OC (stereo not given) | 1% | .
CC(Sc1nc2ccccc2c(=O)n1CC1CCCO1)C(=O)N(C)Cc1ccccc1 (stereo not given) | ? | .
Next entries:
SMILES | S3 lipid droplet | S3 lipid droplet cell count max
COc1ccc(CN(C)C(=S)Nc2ccc(Cl)cc2)cc1 | 1% | -3
O=C(Oc1ccccc1)c1ccccc1OS(=O)(=O)c1ccccc1 | 0.52µM* | .
CCN(CC(=O)Nc1ccc(Br)cc1)C(=O)Cc1cccc(F)c1 | ? | .
CC(C)CN(C(=O)c1ccco1)c1nc2ccccc2s1 | ? | .
Cc1cc(NC(=O)C2(c3ccccc3)CCCC2)no1 | ? | .
O=C(CSc1ncccn1)N1CCN(C(=O)CSc2ncccn2)CC1 | ? | .
CCCCOC(=O)C1=C(C)Nc2ncnn2C1c1ccc(OCC)c(OC)c1 (stereo not given) | ? | .
COc1ccccc1C(=O)N/C(=C\c1ccc(Br)cc1)C(=O)NCC(=O)O | 5% | 8
Cc1cc(C)cc(N(CCC#N)C(=O)CSc2ncnc3sccc23)c1 | -10% | -3
CN1CCN(C(=O)c2ccc3c(=O)n(Cc4ccc(Cl)cc4)c(=S)[nH]c3c2)CC1 | ? | .
O=C(NNC(=O)c1cccc(C(F)(F)F)c1)c1ccncc1 | 6% | 8
CC(C)(C)c1ccc(NC(=O)COC(=O)CCN2C(=O)c3cccc([N+](=O)[O-])c3C2=O)cc1 | ? | .
CN(c1ccc(C(=O)NC2CCCC2)cc1)S(=O)(=O)c1ccccc1 | i | -3
CCCCCC1CC(=O)N(Cc2ccccc2)C(=O)N1 (stereo not given) | -14% | -15
CCCC12CN3CC(C)(CN(C1)C3c1ccco1)C2=O (stereo not given) | 3% | 4
NC[C@@H]1O[C@H](O[C@H]2[C@@H](O)[C@H](O[C@@H]3[C@@H](O)[C@H](N)C[C@H](N)[C@H]3O[C@H]3O[C@H](CO)[C@@H](O)[C@H](O)[C@H]3N)O[C@@H]2CO)[C@H](N)[C@@H](O)[C@@H]1O | 1% | -5
COc1cc(Br)cc(Br)c1OCC(=O)N/N=C/c1c(C)n(C)n(-c2ccccc2)c1=O | ? | .
Fc1c(F)c(F)c(CSc2nc3ccccc3[nH]2)c(F)c1F | ? | .
Cc1cc(-c2ccccc2)n(-c2ccc(C(N)=O)cc2)n1 | 19% | -5
CCOCCCNC(=O)C1CCN(S(=O)(=O)N2CCCC2)CC1 | 4% | 1
O=C(COC(=O)CNC(=O)C1CCCCC1)Nc1ccc2ccccc2c1 | 2% | 9
Clc1ccc(-c2nnc3n2CCCCC3)cc1 | ? | .
O=c1c2ccccc2cnn1Cc1n[nH]c(=S)n1-c1ccc(F)c(Cl)c1 | ? | .
Cc1cc(C(=O)N/N=C/c2c3ccccc3cc3ccccc23)n[nH]1 | ? | .
COc1ccc(N(C(=O)CNC(=O)c2ccco2)C(C(=O)NCC2CCCO2)c2ccccc2)cc1Cl (stereo not given) | 4% | 0

Full records as entered above. Screens in order: S3 lipid droplet	S3 lipid droplet cell count max
`COc1cc(Br)cc(Br)c1OCC(=O)N/N=C/c1c(C)n(C)n(-c2ccccc2)c1=O` in the list: ?	.
`Cc1cc(C)cc(N(CCC#N)C(=O)CSc2ncnc3sccc23)c1` in the list: -10%	-3
`O=C(NNC(=O)c1cccc(C(F)(F)F)c1)c1ccncc1` in the list: 6%	8
`Fc1c(F)c(F)c(CSc2nc3ccccc3[nH]2)c(F)c1F` in the list: ?	.
`CCN(CC(=O)Nc1ccc(Br)cc1)C(=O)Cc1cccc(F)c1` in the list: ?	.

(list continues)
SMILES | S3 lipid droplet | S3 lipid droplet cell count max
CCCCc1c(O)nc(SCC(=O)O)[nH]c1=O | ? | .
CN(C)c1ccc(/C=N/NC(=O)CN2CCN(c3ccc(F)cc3)CC2)cc1 | ? | .
Cc1ccc(N2CC(C(=O)Nc3nnc(SCC(=O)Nc4cc(C)on4)s3)CC2=O)cc1 (stereo not given) | 8% | .
COc1cccc(C(=O)Nc2ccc(C(=O)c3ccncc3)cc2)c1 | i | .
CCCCSc1nnc(-c2ccc(C)cc2)c2ccccc12 | ? | .
COc1cc2c(cc1OC)C(c1ccc(N(C)C)cc1)CC(=O)N2 (stereo not given) | ? | .
Cc1cc(-c2ccco2)n(-c2ccccc2)n1 | ? | .
Cc1nc(CCNC(=O)Cc2ccccc2)cs1 | 25% | 21
Cc1ccc(NC2=NCC(Cc3ccc(Br)cc3)S2)cc1 (stereo not given) | ? | .
CCOC(=O)CSc1nnc(Cc2ccccc2)n1CC1CCCO1 (stereo not given) | ? | .
NC(=O)C1CCN(C(=O)Nc2csc3ccccc23)CC1 | 0% | 7
COc1ccc(-c2cc(-c3nnc(COC(=O)CC4CC5CCC4C5)o3)c3ccccc3n2)cc1OC (stereo not given) | 3% | 1
O=C(CN1CCN(CC(=O)c2ccc(F)cc2)CC1)Nc1ccccc1Cl | -13% | -10
COc1ccc(C(=O)NCCNc2ccc([N+](=O)[O-])cn2)cc1 | ? | .
O=C(CCc1nnc(Cc2c[nH]c3ccccc23)o1)NC(C1CC1)C1CC1 | -9% | -2
Cn1nnnc1SCCNCc1ccccc1F | ? | .
Cc1cc(NC(=O)CSc2nnc(-c3ccoc3C)o2)no1 | ? | .
CC1NC(=S)N(C2CCCCC2)C1=O (stereo not given) | ? | .
COc1ccc(/C=C/C(=O)c2ccc(NC3=NCCCS3)cc2)cc1OC | ? | .
CCCNc1nc2nc3ccccn3c(=O)c2cc1C(=O)NCCN1CCOCC1 | ? | .
O=C(COC(=O)c1ccccc1NCCO)NCCc1ccccc1 | 4% | 5
CCOC(=O)c1c(C)c(C(=O)N(C)C2CCCCC2)c(C)n1C | 16% | -15
Cc1ccc(C)c(Nc2nn3c(=O)c4ccc(C(=O)NCc5cccnc5)cc4nc3s2)c1 | ? | .
CCn1c(=N)n(CCOc2ccc(OC)cc2)c2ccccc21 | -11% | 0
O=C(c1ccc(-c2ccccc2)cc1)C1CCCN(C(=O)c2cncs2)C1 (stereo not given) | ? | .

Reformatted: results already given
NC(=O)C1CCN(C(=O)Nc2csc3ccccc23)CC1
- S3 lipid droplet = 0%
- S3 lipid droplet cell count max = 7

COc1ccc(-c2cc(-c3nnc(COC(=O)CC4CC5CCC4C5)o3)c3ccccc3n2)cc1OC (stereo not given)
- S3 lipid droplet = 3%
- S3 lipid droplet cell count max = 1

O=C(CN1CCN(CC(=O)c2ccc(F)cc2)CC1)Nc1ccccc1Cl
- S3 lipid droplet = -13%
- S3 lipid droplet cell count max = -10

COc1ccc(C(=O)NCCNc2ccc([N+](=O)[O-])cn2)cc1
- S3 lipid droplet = ?
- S3 lipid droplet cell count max = .

Next part.
SMILES | S3 lipid droplet | S3 lipid droplet cell count max
CC(C)c1ccc(-c2nnc(SCC(=O)NC3CC3)n2C)cc1 | 1% | .
COc1ccc(-c2cc(-c3cccs3)c(C#N)c(SCC(=O)NCc3ccco3)n2)cc1 | ? | .
C/C(CC(=O)N1CCN(C=O)CC1)=N\NC(=O)c1cccc([N+](=O)[O-])c1 | 15% | 0
O=C(Nc1cccnc1)c1ccccc1-c1ccccc1 | -8% | 1
Cc1noc(C)c1CSc1ncnc2sc(C)c(C)c12 | ? | .
O=S(=O)(Nc1ccccc1)c1ccc(-c2csnn2)cc1 | -1% | -3
CCC12CN(C(=O)c3ccc([N+](=O)[O-])cc3)CC(CC)(CN(C(=O)c3ccc([N+](=O)[O-])cc3)C1)C2=O | ? | .
O=C(Nc1ccccc1)Nc1nncs1 | -1% | 2
CCOC(=O)c1ccc(S(=O)(=O)N2CCN(Cc3cc4c(cc3O)OCO4)CC2)cc1 | 10% | 2
N#Cc1c(SCc2ccc(Cl)cc2)sc(C(=O)c2ccccc2)c1N | i | 0
O=C(CSc1nc2ccccc2c(=O)n1-c1ccccc1)NCc1ccco1 | ? | .
Cc1ccnc(-n2c(C)cc(/C=N/NC(=O)COc3cccc4cccnc34)c2C)c1 | ? | .
O=C(N/N=C/c1c[nH]c2ccccc12)c1ccn(Cc2ccc(Cl)cc2Cl)n1 | -4% | -11
Cc1ccc([N+](=O)[O-])cc1NC(=O)c1ccccc1 | ? | .
O=C(NCc1ccccc1)c1nc[nH]c1C(=O)N1CCc2ccccc2C1 | ? | .
CCC(C)C1C(C#N)=C(N)Oc2n[nH]c(C)c21 (stereo not given) | -4% | -8
Cc1ccc(NC(=O)NC2CC(=O)N(c3ccc4c(c3)OCCO4)C2)cc1F (stereo not given) | ? | .

Compound activity as filed in PubChem.
